Bioassay records from PubChem.
PfHsp40 yeast: compounds rescuing yeast from Plasmodium falciparum HSP40 toxicity; growth rescue, % at 12.5 µM; S. cerevisiae expressing PfHsp40, growth rescue, ATP luminescence; 340,000 tested, 0.68% active; AID 504582; in the data active means growth rescue above about 28%, passing the limit was not always enough; inconclusive means no clear call, values can overlap the other calls;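 further: yeast W303a lacking pdr1 and pdr3 grown in galactose medium; growth measured after three days at 30 °C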
PrPC surface inh: reduces human prion protein on the cell surface; P04156; cell surface PrPC, TR-FRET read-out; inhibition, % at 13.8 µM; 370,000 tested, 0.43% active; in the data active means inhibition above about 24%; further: 0% = median of the test wells and 100% = reference compound wells
BoNT-A LC inh2: inhibitors of Botulinum neurotoxin A light chain protease. AID 588499. 360,000 tested, 0.17% active. inhibition, % at 10 µM. multiplex microsphere protease substrate cleavage, flow cytometry; further: plate controls were buffer without enzyme for full effect and enzyme alone for no effect
Anthrax LF prot: inhibitors of Bacillus anthracis lethal factor protease. multiplex microsphere protease cleavage assay, LF. inhibition, % at 10 µM. 360,000 tested, 0.12% active. AID 588501; further: plate controls were buffer without enzyme for full effect and enzyme alone for no effect
TcdB GH inh: inhibitors of Clostridioides difficile toxin B glycohydrolase. P18177. TcdB glycohydrolase enzymatic assay, plate reader. inhibition, % at 9.99 µM. 350,000 tested, 0.24% active. AID 652162; in the data active means inhibition above about 10%
CCHFV vOTU inh: CCHFV vOTU protease inhibition; Pep-AMC fluorescence; inhibition, % at 11.5 µM; 370,000 tested, 0.55% active; in the data active means inhibition above about 30%; further: 0% = vehicle wells with enzyme and 100% = no enzyme wells
BoNT-F LC inh: blocks Botulinum neurotoxin F light chain protease; inhibition, % at 10 µM; 360,000 tested, 0.22% active; AID 588497; Multiplex microsphere protease cleavage assay, flow cytometry; in the data active means inhibition above about 35%, passing the limit was not always enough; inconclusive means no clear call, values can overlap the other calls; further: plate controls were buffer without enzyme for full effect and enzyme alone for no effect
Yp Topo-I inh: blocks Yersinia pestis topoisomerase I activity; Y. pestis Topo-I cleavage product accumulation, plate reader; activity, % at 10 µM; 360,000 tested, 0.064% active; in the data active means activity above about 50%, passing the limit was not always enough; inconclusive means no clear call, values can overlap the other calls; further: inactives centre near 2
FadD28 binding: M. tuberculosis FadD28 bisubstrate binding inhibition. FadD28 bisubstrate probe binding, fluorescence polarization. inhibition, % at 12.5 µM. 360,000 tested, 0.22% active. AID 588549; in the data active means inhibition above about 8.5%, passing the limit was not always enough; inconclusive means no clear call, values can overlap the other calls
Starred values were filed as active, the others as inactive. Unless noted, no stated cut-off is given here; in the data, active means inhibition above about 30%; inconclusive means no clear call, values can overlap the other calls; inactive means below that.

What do the screens show for `O=c1c(Cl)c(Cl)cnn1Cc1ccc(F)cc1`?
PfHsp40 yeast: 0.5; PrPC surface inh: 0; BoNT-A LC inh2: 0.8; Anthrax LF prot: -1; TcdB GH inh: 0.7; CCHFV vOTU inh: -10; BoNT-F LC inh: -2; Yp Topo-I inh: -4; FadD28 binding: -2.4

What do the screens show for `Clc1ccc(-c2nc(C3CCCCC3)no2)cc1`?
PfHsp40 yeast: 0.7; PrPC surface inh: 5; BoNT-A LC inh2: 0.2; Anthrax LF prot: 1; TcdB GH inh: 0.4; CCHFV vOTU inh: 6; BoNT-F LC inh: 2; Yp Topo-I inh: -10; FadD28 binding: -2.0

How did CCOc1ccc(NC(=O)CN2CCN(CC(=O)Nc3ccc4c(c3)OCO4)CC2)cc1 do in these assays?
PfHsp40 yeast: -0.5; PrPC surface inh: -5; BoNT-A LC inh2: -0.3; Anthrax LF prot: -1; CCHFV vOTU inh: 3; BoNT-F LC inh: -1; Yp Topo-I inh: -7; FadD28 binding: -0.2

How did O=C(c1ccc(NS(=O)(=O)c2cccc(C(F)(F)F)c2)cc1)N1CCCC1 do in these assays?
PfHsp40 yeast: -0.1; PrPC surface inh: 6; BoNT-A LC inh2: 3.0; Anthrax LF prot: 2; TcdB GH inh: -3.6; CCHFV vOTU inh: 13; BoNT-F LC inh: 1; Yp Topo-I inh: -5; FadD28 binding: -4.6

How did Cc1ccc(Cl)cc1N1CCN(C(=O)C2(S(=O)(=O)c3ccc(Cl)cc3)CC2)CC1 do in these assays?
PfHsp40 yeast: 2.5; PrPC surface inh: 0; BoNT-A LC inh2: -0.2; Anthrax LF prot: -7; CCHFV vOTU inh: -14; BoNT-F LC inh: -4; Yp Topo-I inh: 31; FadD28 binding: -0.9

Results for CSc1ccc(Cn2c(C)c(C(=O)NCc3cccs3)sc2=O)cc1 ?
PrPC surface inh: 2; BoNT-A LC inh2: -0.6; Anthrax LF prot: -13; TcdB GH inh: 1.3; CCHFV vOTU inh: 1; BoNT-F LC inh: -8; Yp Topo-I inh: 31; FadD28 binding: -3.0

What do the screens show for `COC(=O)CN(C#N)c1nc(SC)nc(N(C)C)n1`?
PfHsp40 yeast: -0.9; PrPC surface inh: 5; BoNT-A LC inh2: -0.1; Anthrax LF prot: -3; CCHFV vOTU inh: 8; BoNT-F LC inh: 1; Yp Topo-I inh: 2; FadD28 binding: -4.7

Results for Cc1ccc(S(=O)(=O)CCC(=O)OC2CC(C)OC2=O)cc1 (stereo not given) ?
PfHsp40 yeast: -0.6; PrPC surface inh: -4; TcdB GH inh: 0.6; CCHFV vOTU inh: 0; Yp Topo-I inh: 7; FadD28 binding: 1.1

What do the screens show for `COc1ccc(CN2CCNC(=O)C2CC(=O)N2CCCO2)c(OC)c1` (stereo not given)?
PfHsp40 yeast: -1.9; PrPC surface inh: -5; BoNT-A LC inh2: 0.2; Anthrax LF prot: 2; TcdB GH inh: -0.2; CCHFV vOTU inh: -7; BoNT-F LC inh: 2; Yp Topo-I inh: -1; FadD28 binding: -2.0

How did O=C(Nc1nonc1-c1ccc(Cl)cc1)c1ccccc1 do in these assays?
PfHsp40 yeast: 3.3; PrPC surface inh: 5; BoNT-A LC inh2: -0.2; Anthrax LF prot: -12; TcdB GH inh: 1.8; CCHFV vOTU inh: 8; BoNT-F LC inh: 1; Yp Topo-I inh: 6; FadD28 binding: -0.6

What do the screens show for `O=C(COC(=O)COc1ccccc1)NCc1ccco1`?
PfHsp40 yeast: 0.6; PrPC surface inh: 2; BoNT-A LC inh2: -0.6; Anthrax LF prot: -2; TcdB GH inh: 1.2; CCHFV vOTU inh: -6; BoNT-F LC inh: 21; Yp Topo-I inh: 3; FadD28 binding: -0.8

What do the screens show for `Cc1cccc(Cn2c(N(C)CCO)nc3c2c(=O)[nH]c(=O)n3C)c1`?
PfHsp40 yeast: 13; PrPC surface inh: -3; BoNT-A LC inh2: -1.2; Anthrax LF prot: -9; TcdB GH inh: 0.8; CCHFV vOTU inh: 0; BoNT-F LC inh: 0; Yp Topo-I inh: 7; FadD28 binding: -1.7

Results for CSCc1ccc(C(=O)N2CCCC(Nc3ccc(F)cc3)C2)o1 (stereo not given) ?
PfHsp40 yeast: -1.0; PrPC surface inh: 7; BoNT-A LC inh2: -0.5; Anthrax LF prot: -4; TcdB GH inh: 2.0; CCHFV vOTU inh: 5; BoNT-F LC inh: -5; Yp Topo-I inh: 8; FadD28 binding: 1.6

What do the screens show for `CC(C)NC(=O)c1cc(C2CCCCN2C(=O)OCCF)on1` (stereo not given)?
PrPC surface inh: -3; BoNT-A LC inh2: -0.2; Anthrax LF prot: 5; TcdB GH inh: 1.5; CCHFV vOTU inh: 7; BoNT-F LC inh: -2; Yp Topo-I inh: 4; FadD28 binding: -2.2

How did COc1ccc(-c2noc(-c3ccccc3C(=O)NCc3ccco3)n2)cc1OC do in these assays?
PfHsp40 yeast: 0.1; PrPC surface inh: 4; BoNT-A LC inh2: -0.3; Anthrax LF prot: -5; CCHFV vOTU inh: -17; BoNT-F LC inh: -6; Yp Topo-I inh: 3; FadD28 binding: -2.2

How did COC(=O)c1nc(-n2nc(C)cc2C)ccc1Cl do in these assays?
PfHsp40 yeast: 0.1; PrPC surface inh: -7; BoNT-A LC inh2: -0.6; Anthrax LF prot: -4; CCHFV vOTU inh: 1; BoNT-F LC inh: -6; Yp Topo-I inh: 0; FadD28 binding: -0.2

What do the screens show for `COc1ccc(NC(=O)CCN2CCN(S(=O)(=O)c3ccc(Br)cc3)CC2)cc1`?
PfHsp40 yeast: 0.9; PrPC surface inh: 4; BoNT-A LC inh2: 0.7; Anthrax LF prot: 2; TcdB GH inh: -0.6; CCHFV vOTU inh: -3; BoNT-F LC inh: 1; Yp Topo-I inh: 19; FadD28 binding: -4.3

What do the screens show for `Cc1ccc(S(=O)(=O)N(C)C[C@H]2Oc3ccc(NC(=O)Nc4c(C)noc4C)cc3CC(=O)N([C@@H](C)CO)C[C@@H]2C)cc1`?
PfHsp40 yeast: inconclusive; PrPC surface inh: 8; BoNT-A LC inh2: -0.4; Anthrax LF prot: 3; TcdB GH inh: 1.2; CCHFV vOTU inh: -2; BoNT-F LC inh: -3; Yp Topo-I inh: 32; FadD28 binding: -13

Results for CCN1CCN(C(=O)C2CCC(CNS(=O)(=O)c3ccc(NC(C)=O)cc3)CC2)CC1 (stereo not given) ?
PfHsp40 yeast: -0.1; PrPC surface inh: -9; BoNT-A LC inh2: -0.5; Anthrax LF prot: -1; TcdB GH inh: 2.7; CCHFV vOTU inh: 3; BoNT-F LC inh: -6; Yp Topo-I inh: -1; FadD28 binding: -0.9

Results for CCOC(=O)CCn1c2nc(C)cc(C)c2c(=O)n1-c1ccccc1 ?
PfHsp40 yeast: 0.4; PrPC surface inh: 13; BoNT-A LC inh2: -0.3; Anthrax LF prot: 0; CCHFV vOTU inh: -11; BoNT-F LC inh: -6; Yp Topo-I inh: 5; FadD28 binding: -0.3

Continued, overlapping the part above by 2 compounds.
Results for CCN1CCN(C(=O)C2CCC(CNS(=O)(=O)c3ccc(NC(C)=O)cc3)CC2)CC1 (stereo not given) ?
PfHsp40 yeast: -0.1; PrPC surface inh: -9; BoNT-A LC inh2: -0.5; Anthrax LF prot: -1; TcdB GH inh: 2.7; CCHFV vOTU inh: 3; BoNT-F LC inh: -6; Yp Topo-I inh: -1; FadD28 binding: -0.9

Results for CCOC(=O)CCn1c2nc(C)cc(C)c2c(=O)n1-c1ccccc1 ?
PfHsp40 yeast: 0.4; PrPC surface inh: 13; BoNT-A LC inh2: -0.3; Anthrax LF prot: 0; CCHFV vOTU inh: -11; BoNT-F LC inh: -6; Yp Topo-I inh: 5; FadD28 binding: -0.3

Results for CCCCNC(=O)c1ccccc1NC(=O)CCSc1ccccc1 ?
PfHsp40 yeast: 1.2; PrPC surface inh: 3; BoNT-A LC inh2: -0.8; Anthrax LF prot: 0; CCHFV vOTU inh: 1; BoNT-F LC inh: 1; Yp Topo-I inh: 7; FadD28 binding: -0.2

What do the screens show for `CN1C(C(=O)NCc2cccc(C(F)(F)F)c2)CC2Cn3c(nc4cc5ccccc5cc43)C21` (stereo not given)?
PfHsp40 yeast: 1.1; PrPC surface inh: -9; BoNT-A LC inh2: -0.1; Anthrax LF prot: 7; TcdB GH inh: 2.3; CCHFV vOTU inh: 5; BoNT-F LC inh: -7; Yp Topo-I inh: 28; FadD28 binding: -4.6

Results for CNc1nc(Oc2cccc(F)c2)c2sccc2n1 ?
PrPC surface inh: 10; BoNT-A LC inh2: -0.1; Anthrax LF prot: -4; TcdB GH inh: 0.2; CCHFV vOTU inh: -7; BoNT-F LC inh: 4; Yp Topo-I inh: 2; FadD28 binding: -3.0

What do the screens show for `CCOc1ccc(NS(=O)(=O)c2ccc(C(=O)N3CCCCCC3)cc2)cc1`?
PfHsp40 yeast: 0.1; PrPC surface inh: 6; BoNT-A LC inh2: 0.2; Anthrax LF prot: -2; TcdB GH inh: 0.0; CCHFV vOTU inh: 2; BoNT-F LC inh: -2; Yp Topo-I inh: 14; FadD28 binding: -0.2

How did CCOc1ccc(NCc2cc3c(C(C)(C)C)nn(-c4ccccc4)c3[nH]c2=O)cc1 do in these assays?
PfHsp40 yeast: 43*; PrPC surface inh: 0; BoNT-A LC inh2: -0.9; Anthrax LF prot: -5; TcdB GH inh: 1.5; CCHFV vOTU inh: 10; BoNT-F LC inh: -11; Yp Topo-I inh: -1; FadD28 binding: -1.1

Results for COc1ccc2c(c1)C13CCN(C)C(C2)C1CCC1(C3)OCCO1 (stereo not given) ?
PfHsp40 yeast: -2.3; PrPC surface inh: 2; BoNT-A LC inh2: 0.7; Anthrax LF prot: 3; TcdB GH inh: -0.9; CCHFV vOTU inh: -1; BoNT-F LC inh: 7; Yp Topo-I inh: -7; FadD28 binding: -4.6

What do the screens show for `Cc1ccc(CCNC(=O)CCSCc2ccc(Cl)cc2)cc1`?
PfHsp40 yeast: 2.0; PrPC surface inh: 5; BoNT-A LC inh2: -0.4; Anthrax LF prot: -3; TcdB GH inh: -1.2; CCHFV vOTU inh: -3; BoNT-F LC inh: -7; Yp Topo-I inh: 3; FadD28 binding: 0.9

Results for CC1CC(C)CN(C(=O)CSc2ncnc3sccc23)C1 (stereo not given) ?
PfHsp40 yeast: 0.4; PrPC surface inh: 5; BoNT-A LC inh2: -4.0; Anthrax LF prot: -4; TcdB GH inh: 1.5; CCHFV vOTU inh: 14; BoNT-F LC inh: -5; Yp Topo-I inh: -1; FadD28 binding: -0.2

Results for O=C(NCc1cccc(C(F)(F)F)c1)c1cc(Cl)cc(Cl)c1 ?
PfHsp40 yeast: 1.5; PrPC surface inh: 9; BoNT-A LC inh2: -1.2; Anthrax LF prot: -3; CCHFV vOTU inh: 2; BoNT-F LC inh: -4; Yp Topo-I inh: 9; FadD28 binding: -3.7

How did COc1ccc(Cl)cc1NC1=NCC(C)S1 (stereo not given) do in these assays?
PfHsp40 yeast: 0.0; PrPC surface inh: 5; BoNT-A LC inh2: 0.9; Anthrax LF prot: -2; CCHFV vOTU inh: -7; BoNT-F LC inh: -17; Yp Topo-I inh: 0; FadD28 binding: 0.0

What do the screens show for `Cc1cccc(C(=O)NCCC(=O)Nc2nc(C)c(Cc3ccc4c(c3)OCO4)s2)c1`?
PfHsp40 yeast: -1.5; PrPC surface inh: 1; BoNT-A LC inh2: -0.3; Anthrax LF prot: 0; TcdB GH inh: 0.6; CCHFV vOTU inh: -9; BoNT-F LC inh: 3; Yp Topo-I inh: 4; FadD28 binding: -3.1

Results for COc1ccc(S(=O)(=O)N2CCCCC2)cc1NC(=O)c1ccc2c(c1)OCO2 ?
PfHsp40 yeast: -1.5; PrPC surface inh: -2; BoNT-A LC inh2: -0.4; Anthrax LF prot: -1; CCHFV vOTU inh: -21; BoNT-F LC inh: 0; Yp Topo-I inh: 26; FadD28 binding: -0.9

What do the screens show for `Cc1cccc(N2CCN(C(=O)CCn3c(=S)[nH]c4cc5c(cc4c3=O)OCO5)CC2C)c1` (stereo not given)?
PfHsp40 yeast: -0.1; PrPC surface inh: 0; BoNT-A LC inh2: -0.6; Anthrax LF prot: -14; CCHFV vOTU inh: -5; BoNT-F LC inh: -10; Yp Topo-I inh: -7; FadD28 binding: -0.6
